Assay outcomes as filed in PubChem.
Rpn11 inh – blocks the human proteasome subunit Rpn11 | O00487 | human 26S proteasome, Ub4-pepOG fluorescence polarization; 20S core pre-blocked with epoxomicin | calls only at 20 µM | 0.59% of 360,000 active | AID 588493;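 active means inhibition at 20 µM, scaled to each plate's controls, above about 33%, limit read from the data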
Target sequence (O00487 whole entry, looked up): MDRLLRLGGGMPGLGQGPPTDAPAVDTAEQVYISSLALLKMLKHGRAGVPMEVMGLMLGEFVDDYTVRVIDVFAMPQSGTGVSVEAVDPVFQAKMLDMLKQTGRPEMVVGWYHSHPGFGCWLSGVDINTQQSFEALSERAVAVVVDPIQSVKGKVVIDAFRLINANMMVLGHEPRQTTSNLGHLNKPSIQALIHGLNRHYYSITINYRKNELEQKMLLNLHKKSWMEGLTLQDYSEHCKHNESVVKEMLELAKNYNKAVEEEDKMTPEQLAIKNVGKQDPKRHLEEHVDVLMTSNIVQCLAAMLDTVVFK
Rin1-Abl PPI inh – human Rin1-Abl interaction inhibition. TR-FRET Rin1/Abl binding, biochemical. 0.4% of 360,000 active. inhibition, % at 7.35 µM. AID 588664. P00519+Q13671; in the data active means inhibition above about 5%, passing the limit was not always enough
DNMT1 inh – blocks human DNA methyltransferase DNMT1. P26358. DNMT1 molecular beacon, Hinp1I cleavage, fluorescence. inhibition (reported as % activation of signal), % at 10 µM. 0.83% of 360,000 active; in the data active means inhibition above about 50%
LMPTP block – LMPTP (human) inhibition; P24666; recombinant LMPTP-A, OMFP fluorogenic substrate, fluorescence intensity; inhibition, % at 20 µM; 0.22% of 360,000 active; AID 651560;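 active means compounds that cut the enzyme signal by at least half of the control window in the single-dose screen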;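 further: plate controls were DMSO wells with enzyme plus substrate for no effect and substrate without enzyme for full effect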
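Test system – LMPTP-A phosphatase enzyme · Quantity – 0.625 nM LMPTP-A final · Reagent – OMFP substrate, 400 µM final · Dosing – one test concentration per compound, 20 µM, with 3% DMSO overall · Timing – 50 min enzyme reaction at room temperature, protected from light · Detection – fluorescence intensity · Controls – substrate-only low control, DMSO enzyme-plus-substrate high control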
NadD inh – inhibitors of Staphylococcus aureus NadD; inhibition, % at 20 µM; purified NadD enzyme, colorimetric absorbance read-out; 0.78% of 360,000 active; in the data active means inhibition above about 26%; further: some compounds past the cut are filed as inactive
CSN deneddyl inh – inhibitors of human CSN-mediated cullin deneddylation | Q92905 | Purified CSN, SCF-Nedd8-OG deneddylation, fluorescence polarization | inhibition, % at 12.5 µM | 0.38% of 360,000 active | AID 651999;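 active means pattern-corrected inhibition above about 35%, with an unprinted fluorescence ratio check between 0.5 and 1.5, limit read from the data, passing the limit was not always enough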;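 further: 0% = enzyme with substrate and 100% = substrate without enzyme; some results filed as inactive read as strong as hits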
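Material: purified human Csn5 enzyme expressed in HEK293T cells / Medium: Tris buffer pH 7.5, NaCl, DTT, Tween-20, trehalose, ovalbumin / Compound dosing: 12.5 µM single point / Schedule: 90 min incubation of compound, enzyme and substrate at room temperature / Signal: fluorescence polarization of the substrate / Control set: no-enzyme wells high, enzyme-with-substrate wells low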
SUMO1-SIM PPI – modulators of human SUMO1-mediated protein-protein interactions; inhibition, % at 20 µM; 0.33% of 360,000 active; SUMO1 binding to a labelled peptide, TR-FRET, 1 h; in the data active means inhibition above about 37%
Neddylation inh – inhibitors of human cullin neddylation; calls only at 25 µM; P61081+Q13564; TR-FRET cullin neddylation, biochemical; 0.58% of 360,000 active; in the data active means inhibition above about 36%
STEP block – STEP (human) phosphatase inhibition. P54829. recombinant STEP, OMFP fluorogenic substrate, fluorescence. inhibition, % at 20 µM. 0.25% of 360,000 active. AID 588621;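 active means inhibition at 20 µM, scaled per plate between control wells, above about 37%, limit read from the data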;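 further: 0% = DMSO with enzyme and substrate and 100% = substrate only without enzyme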
Target sequence (P54829 whole entry, looked up): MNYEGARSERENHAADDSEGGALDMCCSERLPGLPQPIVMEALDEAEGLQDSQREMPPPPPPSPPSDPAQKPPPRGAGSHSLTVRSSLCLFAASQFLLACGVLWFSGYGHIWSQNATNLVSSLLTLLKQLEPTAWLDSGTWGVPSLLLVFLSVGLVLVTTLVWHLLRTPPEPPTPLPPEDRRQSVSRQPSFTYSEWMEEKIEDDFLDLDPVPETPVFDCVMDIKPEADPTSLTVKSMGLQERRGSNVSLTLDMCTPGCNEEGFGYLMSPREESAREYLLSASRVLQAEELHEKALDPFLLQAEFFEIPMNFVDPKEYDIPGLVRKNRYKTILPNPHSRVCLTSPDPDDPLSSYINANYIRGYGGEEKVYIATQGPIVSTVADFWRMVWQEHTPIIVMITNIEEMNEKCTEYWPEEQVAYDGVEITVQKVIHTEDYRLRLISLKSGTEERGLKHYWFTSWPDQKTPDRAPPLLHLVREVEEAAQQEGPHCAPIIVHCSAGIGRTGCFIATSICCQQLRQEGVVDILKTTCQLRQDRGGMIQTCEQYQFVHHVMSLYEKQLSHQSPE
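System: STEP phosphatase, cell-free reaction; Buffer or medium: Bis-Tris pH 6.0 buffer with DTT, detergent; Incubation: 20 min at room temperature, dark; Measured by: fluorescence, 480/540 nm.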
Scp1 inh – inhibitors of human Scp-1 phosphatase; inhibition, % at 20 µM; Recombinant Scp1, phosphopeptide, malachite green phosphate absorbance; 0.88% of 340,000 active; AID 493091;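 active means inhibition above about 50% at 20 µM, limit read from the data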;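 further: plate controls were DMSO wells with enzyme for no effect and wells lacking enzyme for full effect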
Target sequence (Q9GZU7 76-261 limits assumed): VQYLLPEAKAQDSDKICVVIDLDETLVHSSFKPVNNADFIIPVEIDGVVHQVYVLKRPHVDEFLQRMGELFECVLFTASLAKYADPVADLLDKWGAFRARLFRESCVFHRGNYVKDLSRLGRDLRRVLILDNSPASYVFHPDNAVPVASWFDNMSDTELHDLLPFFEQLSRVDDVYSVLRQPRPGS
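Test system: SCP-1 phosphatase catalytic domain, residues 76-261; measured by: colorimetric phosphate reagent with accelerator and stabiliser, absorbance at 630 nm; timing: enzyme reaction 45 min at room temperature, colour 5 min, stabilisation 30 min; also added: Phosphorylated 17-residue peptide substrate; compound dosing: one concentration, 20 µM, with 1.0% DMSO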
* marks the source's active call; other numbers are inactive results; i = inactive; / = not tested or not shown; + = active, no number; & = joins results of further samples; ! = repeats disagree. Compounds as they come; overall some 3.8% were active at least once.

canonical_smiles	Rpn11 inh	Rin1-Abl PPI inh	DNMT1 inh	LMPTP block	NadD inh	CSN deneddyl inh	SUMO1-SIM PPI	Neddylation inh	STEP block	Scp1 inh
CCCNC(=O)C1(C)CCCN(C(=O)COc2ccc(Cl)cc2Cl)C1 (configuration not stated)	i	1	4	-0.6	1	-2	0	i	-1	/
Cc1cc(Cl)ccc1Oc1ncc(CN2CCN(c3ccccc3)CC2)s1	i	-1	-5	4.7	10	5	5	i	2	-3
CSc1nc2ccc(NS(=O)(=O)c3ccc(Cl)s3)cc2s1	i	-4	-12	1.7	1	-1	4	i	-6	1
CN(C(=O)c1ccco1)c1nc(CC(=O)Nc2ccccc2)cs1	i	1	-2	0.0	-1	3	0	i	-1	-11
CSc1ccccc1NC(=O)CN1C(=O)C2CC=CCC2C1=O (configuration not stated)	i	3	1	-0.2	2	2	0	i	1	-3
COc1ccc(-c2cc3nc(C)cc(N4CCN(C(=O)c5cccnc5)CC4)n3n2)cc1	i	-2	-3	0.3	2	-3	2	i	10	/
COc1ccc(NC(=O)N(CCO)Cc2cc3c(C)cc(C)cc3[nH]c2=O)cc1	i	-5	-3	-0.7	8	-6	-3	i	5	8
CC(=O)Nc1ccc(S(=O)(=O)NCC(=O)Nc2ccc3c(c2)OCO3)cc1	i	-1	-7	0.0	-1	-6	1	i	2	36
CCC1OC(C2CC2)CC2=C1C(=O)OC(C)(C)O2 (configuration not stated)	/	/	/	-1.9	3	-9	4	i	/	/
COc1ccc(N(C(=O)c2cnccn2)C(C(=O)NCc2ccccc2)c2ccc(O)cc2)cc1 (configuration not stated)	i	1	-4	3.0	3	-2	3	i	-2	-5
CCCOc1ccc(N2C(=O)CC(SC(=N)N3N=C(c4ccccc4)CC3c3ccccc3)C2=O)cc1 (configuration not stated)	i	0	-23	3.4	43*	-2	3	i	-1	1
Cc1cccc(-n2cc(CN3CCN(Cc4nccn4C)CC3)c(-c3cccc(F)c3)n2)c1	i	-1	-1	-5.5	-3	-5	-1	i	1	-1
COC(=O)c1c(NC(=O)CSc2nnnn2-c2ccccc2)sc2c1CCCC2	i	0	-2	1.8	3	1	6	i	7	-23
C/C(=C\c1ccccc1)C(=O)n1nnc2ccccc21	i	5	2	-1.7	-5	-1	-1	i	-1	-9
Cc1cc(NC(=O)CSc2nnc(Cc3ccccc3)o2)no1	i	-1	1	-0.3	-6	0	0	i	-1	7
O=C(Nc1ccc(Cl)c(S(=O)(=O)N2CCOCC2)c1)c1cc(=O)[nH]c2ccccc12	i	-4	-6	0.4	-4	0	-6	i	4	0
COc1ccccc1NC(=O)C1CCN(S(=O)(=O)c2ccc3c(c2)CC(C)N3C(C)=O)CC1 (configuration not stated)	i	2	-5	0.2	3	0	-3	i	-3	-4
Cn1c(SCc2ccc(C#N)cc2)nnc1-c1cccc(Cl)c1	i	-1	-3	-0.2	-3	2	22	i	-2	-13
COc1ccc(-c2csc(NC(=O)CSc3nc(SC)ns3)n2)cc1	i	1	-14	1.9	-5	2	3	i	1	-9
Cc1ccc(CNc2ncnc3c2cnn3C2CCCCO2)cc1 (configuration not stated)	i	4	2	-0.7	-2	0	-35	i	-3	-2
O=[N+]([O-])c1cccc(CNCc2ccccc2)c1	i	3	1	-1.5	-4	6	-14	i	-3	-7
O=C(CSc1nnc(CN2CCCC2)n1-c1ccccc1)c1ccc2c(c1)OCO2	i	1	-2	12	8	-2	-4	i	4	0
CN(c1ccc(C(=O)Nc2cccc([N+](=O)[O-])c2)cc1)S(C)(=O)=O	i	2	1	0.6	-7	3	-21	i	-2	-4
O=S(=O)(NCCc1ccccc1)c1cccc2cccnc12	i	2	9	-0.6	-6	0	1	i	3	-3
COc1ccc(C(=O)COc2ccc(C)cc2NC(C)=O)cc1	i	-3	0	0.0	-6	3	0	i	0	5

Next part; the last three above are carried over.
canonical_smiles	Rpn11 inh	Rin1-Abl PPI inh	DNMT1 inh	LMPTP block	NadD inh	CSN deneddyl inh	SUMO1-SIM PPI	Neddylation inh	STEP block	Scp1 inh
CN(c1ccc(C(=O)Nc2cccc([N+](=O)[O-])c2)cc1)S(C)(=O)=O	i	2	1	0.6	-7	3	-21	i	-2	-4
O=S(=O)(NCCc1ccccc1)c1cccc2cccnc12	i	2	9	-0.6	-6	0	1	i	3	-3
COc1ccc(C(=O)COc2ccc(C)cc2NC(C)=O)cc1	i	-3	0	0.0	-6	3	0	i	0	5
COc1cc(C(=O)OCC(=O)NCCN2C(=O)CSC2=O)ccc1OCc1c(C)noc1C	i	0	1	-0.3	4	7	2	i	0	-7
CCCn1cc2c(c1-c1ccc(C)cc1)c(=O)n(C)c(=O)n2C	i	2	0	-0.8	-1	3	2	i	-4	-7
CCCNC(=O)Nc1ccc(C)cc1C	i	1	-6	-0.6	-4	-5	-2	i	-2	-8
NC1=NC(=O)C(=Cc2ccccc2)S1	i	4	-5	0.4	1	2	-26	i	2	2
Cn1c(=O)c2nc(-c3ccccc3)c(-c3ccccc3)nc2n(C)c1=O	i	1	2	0.5	-3	-4	-21	+	-1	-21
Cc1cc(OC(C)C(=O)Nc2ccc(S(=O)(=O)Nc3onc(C)c3C)cc2)cc(C)c1Cl (configuration not stated)	i	-3	-2	0.5	4	4	7	i	0	-10
O=C(COc1c(Br)cc(Br)c2cccnc12)Nc1ccccc1F	i	-2	33	9.0	8	1	47*	i	3	-11
CCOc1ccccc1-c1cc(C(=O)N/N=C/c2ccc3c(c2)OCO3)c2ccccc2n1	i	-2	-10	2.6	35*	3	3	/	-2	-6
CCOC(=O)c1cnn(-c2nc3c(C)cccc3s2)c1C(F)(F)F	i	0	0	0.8	2	1	-4	/	2	-12
Nc1ccccc1C(=O)/C=C/c1ccc2c(c1)OCO2	i	1	7	1.8	-4	-5	-21	i	0	-6
Cc1nc(-c2ccccc2)sc1C(=O)CSc1ccccc1	i	0	-6	3.0	-6	2	-11	i	2	-14
COc1cc2c(cc1OC)CN(CC(=O)Nc1cccc(C(F)(F)F)c1)CC2	i	1	2	0.9	2	0	-2	i	1	-5
COCCNC(=O)CN(c1ccc(C)cc1)S(=O)(=O)c1ccc(SC)cc1	i	2	0	0.7	-3	-1	-2	i	-4	0
Cc1ccc(S(=O)(=O)N2CCOC23CCN(S(=O)(=O)c2cccs2)CC3)cc1	i	4	1	0.2	-7	-2	-1	i	2	-8
COCCN(CCOC)C(=O)c1c[nH]c2ccc(S(=O)(=O)N(C)c3ccc(F)cc3)cc2c1=O	i	0	1	0.3	-2	2	7	i	4	0
O=C1c2ccccc2S(=O)(=O)c2cc(N3CCN(c4ccccn4)CC3)ccc21	i	1	-2	6.5	0	0	-33	i	1	0
CC(C)c1ccc(-c2nnn(CC(=O)N3CCCCC3)n2)cc1	i	1	1	0.5	-7	0	5	i	0	-6
COc1ccc(CNC(=O)[C@@H](NC(=O)C2CCN(C(=O)[C@@H](N)Cc3ccccc3)CC2)C(C)C)cc1	i	-1	2	0.2	1	0	3	i	0	-1
COC(=O)C1=C(C)NC(C)=C(C(=O)OC)C1C(=O)OCC(=O)N1c2ccccc2CC1C (configuration not stated)	i	4&3	-2&4	-1.5&-0.8	-1&1	-6&2	3&4	+!	0&-5	-12&-8
NC(=O)N1c2ccccc2CC(=O)c2ccccc21	i	-3	5	-0.6	13	-5	-2	i	-2	-9
Oc1cc(NCCN2CCOCC2)cc2cccnc12	i	2	10	2.4	4	2	-31	i	2	-4
O=C1CC(N2CCN(c3ccc(Cl)c(Cl)c3)CC2)C(=O)N1 (configuration not stated)	i	0	-4	-2.1	-4	4	0	i	-4	-2
CC(C)CC#Cc1ccc2c(c1)O[C@H](CN(C)C(=O)Cc1ccncc1)[C@H](C)CN([C@H](C)CO)S2(=O)=O	i	5	-30	-1.3	1	4	1	i	1	/
CCOC(=O)Cc1csc(NC(=O)/C=C\c2ccccc2)n1	i	-1	-4	-2.0	2	4	-2	i	-2	-3
O=C(Nc1nccs1)c1ccc(Cl)c([N+](=O)[O-])c1	i	0	2	-0.8	-4	-1	-25	i	0	0

The listing continues.
canonical_smiles	Rpn11 inh	Rin1-Abl PPI inh	DNMT1 inh	LMPTP block	NadD inh	CSN deneddyl inh	SUMO1-SIM PPI	Neddylation inh	STEP block	Scp1 inh
CC1CC(C)CN(S(=O)(=O)c2cc3c4c(c2)CCC(=O)N4CCC3)C1 (configuration not stated)	i	-1	0	-1.8	-2	-2	2	i	2	-1
COc1ccccc1CNC(=O)C1CCC(CNC(=O)[C@@H]2Cc3ccccc3CN2)CC1 (some centres not stated)	i	5	0	-1.8	-6	2	6	i	0	7
FC(F)(F)c1cccc(N2CCc3cn[nH]c32)c1	i	2	-3	-1.6	-30	-1	-3	i	2	1
COc1ccc(OCC(=O)Nc2ccc(N3CCOCC3)cc2)cc1	i	-3	-11	0.1	-2	5	-1	i	-3	-3
CCOC(=O)c1[nH]c2ccc(OC)cc2c1NC(=O)/C=C/c1ccc2c(c1)OCO2	i	1	21	-1.2	-6	6	0	/	2	2
Cn1nc(C(=O)OCC(=O)c2ccccc2)c2ccccc2c1=O	i	3	-2	-1.3	4	-6	-8	i	0	-5
Cc1noc(C)c1COc1ccccc1C(=O)N1CCN(c2cccc(Cl)c2)CC1	i	0	-2	-7.9	7	1	-23	i	0	-5
O=C1CCC(C(=O)Nc2nnc(C3CC3)s2)=NN1	i	-1	0	-1.4	0	1	3	i	-4	32
O=C(NCCC1CCCCN1S(=O)(=O)c1ccc(F)cc1)C(=O)NCC1CCCO1 (configuration not stated)	i	-1	-1	-0.7	-2	0	1	i	1	-4
Cc1cc([N+](=O)[O-])nn1CC(=O)NNC(=S)Nc1ccc([N+](=O)[O-])cc1	i	5	4	-1.6	-3	0	-20	i	-1	-8
CCC(C)(C)NC(=O)CCCSc1nc2ccccc2s1	i	2	-1	-0.2	-7	-8	2	i	1	-7
CC1(C)CC2(CCO1)OC(=O)CC2C(=O)Nc1ccccc1Cl (configuration not stated)	i	0	6	-2.2	1	-1	-1	i	-3	-3
Cc1cccc(N=C2NC(=O)C(CO)(CO)S2)c1	i	2	1	-0.9	4	0	0	i	-3	-7
CC(C)NC(NC(=O)Cc1ccccc1)C(Cl)(Cl)Cl (configuration not stated)	i	-1	0	-1.0	-1	-1	-1	i	-4	3
CC(=O)N1CCC(C(=O)N2CCN(S(=O)(=O)c3cccs3)CC2)CC1	i	2	1	0.0	1	2	5	i	-2	0
CSCC[C@H](NC(=O)NC1CCCC1)C(=O)O	i	-1	2	-0.8	-7	0	3	i	0	-4
